Screens (PubChem)
SENP8 block-1 = SENP8 (human) protease inhibition | AID 602440 | 0.64% of 360,000 active | recombinant SENP8, Nedd8 substrate fluorescence | inhibition, % at 20 µM | Q96LD8; in the data active means inhibition mostly above about 40%, no sharp cut-off; inactive means mostly below about 27%
Target sequence (Q96LD8 whole entry, looked up): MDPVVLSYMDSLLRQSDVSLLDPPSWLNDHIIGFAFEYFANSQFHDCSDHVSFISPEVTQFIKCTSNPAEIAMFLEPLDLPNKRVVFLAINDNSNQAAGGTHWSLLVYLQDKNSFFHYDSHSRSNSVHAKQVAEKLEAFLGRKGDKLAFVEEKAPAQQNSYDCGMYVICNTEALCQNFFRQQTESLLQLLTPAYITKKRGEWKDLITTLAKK
SENP6 inh = blocks the human protease SENP6; Recombinant SENP6 catalytic domain, aminoluciferin luminescence; 1.8% of 330,000 active; AID 2599; inhibition, % at 10 µM; Q9GZR1;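 active means inhibition above about 50% at the single tested dose, limit read from the data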;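 further: plate controls were DMSO wells with enzyme for no effect and DMSO wells lacking enzyme for full effect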
SENP1 FRET inh = SENP1 (human) catalytic domain inhibition. recombinant SENP1 catalytic domain, CyPet-SUMO1-YPet FRET cleavage. inhibition, % at 10 µM. 0.21% of 360,000 active. AID 624204;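 active means inhibition at least 30% at 10 µM, raw YFP signal under a set limit, fluorescence ratio 0.5 to 1.5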;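 further: 0% = enzyme with DMSO and 100% = no enzyme wells; some results filed as inactive read as strong as hits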
Target sequence (Q9P0U3 419-644 limits assumed): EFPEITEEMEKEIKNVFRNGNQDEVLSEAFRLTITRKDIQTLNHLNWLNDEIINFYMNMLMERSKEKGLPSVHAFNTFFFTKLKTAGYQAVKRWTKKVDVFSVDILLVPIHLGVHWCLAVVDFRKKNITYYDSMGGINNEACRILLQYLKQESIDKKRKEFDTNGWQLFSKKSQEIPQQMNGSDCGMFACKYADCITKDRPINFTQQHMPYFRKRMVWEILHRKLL
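Assay system – human recombinant His6-tagged SENP1 catalytic domain enzyme · Input – SENP1 enzyme, 20 pM final · Buffer or medium – Tris pH 8 buffer plus EDTA, NaCl, BME, BSA, NP40, catalase · Schedule – 50 min reaction at room temperature · Technique – FRET read of cyan and yellow fluorescence · Control set – no-enzyme wells low, DMSO-plus-enzyme wells high control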
SENP8 block-2 = blocks the human protease SENP8. Q96LD8. purified SENP8, Z-RLRGG-aminoluciferin cleavage, luminescence. inhibition, % at 10 µM. 1.2% of 330,000 active. AID 2540; in the data active means inhibition above about 50%
PfG6PD inh = PfG6PD (Plasmodium falciparum) enzyme inhibition; inhibition, % at 20 µM; AID 504690; 0.78% of 350,000 active; PfGluPho enzyme, NADPH resazurin-diaphorase fluorescence;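 active means inhibition reaching at least a set limit at 20 µM in the primary screen, cut at about 59% in these data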;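 further: 0% = DMSO wells with substrate and 100% = DMSO wells lacking glucose-6-phosphate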
Apaf1 inhib = inhibitors of human Apaf-1 apoptosome. O14727. reconstituted apoptosome caspase-3 activity, DEVD-Rh110 fluorescence. inhibition, % at 20 µM. 0.71% of 330,000 active; active means inhibition of at least 40% at 20 µM;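 further: plate controls were DMSO wells for no effect and DEVD-CHO caspase inhibitor wells for full effect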
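System: Apoptosome proteins | Medium: Hepes pH 7.5 with detergent and BSA | Also added: Cytochrome c trigger plus (Z-DEVD)2-Rh110 caspase-3 substrate | Incubation: 30 min compound preincubation, 50 min activation, room temperature | Detection: Rhodamine 110 fluorescence at Ex 480/Em 540 nm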
SENP7 inh = inhibitors of human SENP7 protease; Q9BQF6; recombinant SENP7, Z-RLRGG-aminoluciferin luminescence, 40 min; 1.5% of 330,000 active; inhibition, % at 5 µM;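 active means inhibition above about 50% at the single test dose, limit read from the data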;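 further: plate controls were DMSO with enzyme for no effect and no enzyme buffer wells for full effect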
Target sequence (Q9BQF6 706-1050 limits assumed): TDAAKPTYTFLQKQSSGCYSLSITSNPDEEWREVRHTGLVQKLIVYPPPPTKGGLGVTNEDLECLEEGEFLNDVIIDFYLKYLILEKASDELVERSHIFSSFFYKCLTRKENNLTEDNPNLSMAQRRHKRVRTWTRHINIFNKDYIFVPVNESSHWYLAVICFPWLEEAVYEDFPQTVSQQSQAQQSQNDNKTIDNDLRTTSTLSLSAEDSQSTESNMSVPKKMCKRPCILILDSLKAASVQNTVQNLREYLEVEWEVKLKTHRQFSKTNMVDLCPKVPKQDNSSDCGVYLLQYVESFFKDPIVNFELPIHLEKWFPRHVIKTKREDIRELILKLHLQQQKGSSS
HKDC1 inh = HKDC1 (human) hexokinase inhibition; recombinant HKDC1, G6PDH/diaphorase resazurin coupled fluorescence; inhibition, % at 20 µM; 0.16% of 340,000 active;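 active means inhibition above about 35% when tested at 20 µM, limit read from the data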;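 further: plate controls were DMSO wells with enzyme for no effect and DMSO wells lacking enzyme for full effect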
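Test system: recombinant HKDC1 (HK5) hexokinase enzyme, produced in-house; Amount: enzyme 5 µg/mL final; Buffer or medium: Tris pH 8.0 buffer with MgCl2, Tween-20, BSA, BME; Reagent: glucose and ATP substrates; Doses: 20 µM test compound, 1% DMSO; Incubation: 90 min reaction incubation at room temperature, dark; Detection: resorufin fluorescence at 613 nm.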
The depositor's hits bear a star; nt = no result given. No enrichment for hits; any-hit rate near 3.6%.

SMILES | SENP8 block-1 | SENP6 inh | SENP1 FRET inh | SENP8 block-2 | PfG6PD inh | Apaf1 inhib | SENP7 inh | HKDC1 inh
COc1ccc(C(=O)NCC(=O)N/N=C/c2ccc(C)o2)cc1OC | 8 | -5 | 0 | -10 | -19 | 5 | -7 | -6
CCN(CC)CCn1c(=S)[nH]c2ccc(Cl)cc2c1=O | 10 | -2 | -2 | 4 | -3 | -11 | 4 | -3
Fc1cc(Br)ccc1COc1ccc(-c2nnco2)cc1 | 6 | 49 | 1 | 20 | 2 | 1 | 29 | -3
c1ccc(CNc2c3ccccc3nc3ccccc23)cc1 | -242 | -10 | -23 | -4 | 1 | 3 | 2 | -5
C=C(C)COc1ccc2c(C)c(CCC(=O)NC3CC3)c(=O)oc2c1 | -399 | 7 | 0 | -1 | -5 | -4 | -1 | -2
COC(=O)COc1ccc(-c2nccc(-c3ccccn3)n2)cc1 | 20 | 4 | 1 | -14 | -3 | 8 | 1 | 1
O=C1CC(C(=O)N2CCN(c3ccccc3Cl)CC2)CN1Cc1ccccc1 (stereo not drawn) | 1 | 3 | -1 | 4 | -11 | 7 | -1 | 2
O=c1c(C(c2ccc(O)cc2)c2c(O)nc3n(c2=O)CCCS3)c(O)nc2n1CCCS2 | 3 | -9 | 0 | -7 | 1 | -2 | -4 | -2
O=C(COC(=O)c1ccccc1Cc1ccccc1)Nc1ccc(SC(F)F)cc1 | 5 | nt | 3 | nt | 14 | nt | nt | -3
O=C(Oc1ccccc1N1C(=O)C2CCCCC2C1=O)c1ccccc1F (stereo not drawn) | 4 | -1 | 3 | -2 | -6 | -10 | 4 | -5
CN(C)C(=O)c1cc(C(=O)c2ccc(C(F)(F)F)cc2)c[nH]1 | 14 | -3 | 1 | -13 | 8 | 9 | -7 | -5
Cc1nc2c(C#N)c[nH]n2c(=O)c1Cc1ccccc1 | -31 | -12 | -17 | 4 | 16 | -4 | 3 | 9
O=C(Cn1c2ccccc2c(=O)c2ccccc21)N/N=C/c1cc([N+](=O)[O-])ccc1N1CCCCCC1 | -46 | -21 | -27 | 5 | 4 | 12 | 5 | 16
Cc1cc(OCc2nc(-c3cccnc3)no2)c(C)cc1Br | 8 | 18 | 1 | -3 | -19 | -4 | 3 | -9
COc1ccccc1NC(=S)NCc1ccccc1Cl | 4 | 24 | -2 | 1 | -1 | 7 | 7 | -5
O=C(C1=C[C@H](C2CC2)C[C@H](OCc2ccc(CO)cc2)O1)N1CCN(Cc2ccccc2)CC1 | 13 | -3 | -1 | -4 | -9 | 2 | 2 | -2
N=c1c2ccccc2nnn1-c1cccc(C(F)(F)F)c1 | -9 | -8 | 1 | 3 | -12 | 2 | 6 | 0
C=CCN(C(=O)Nc1ccc(OC)cc1)c1nnc(-c2ccncc2)s1 | -148 | -2 | -2 | -3 | 11 | 4 | 0 | -2
CCO[C@@H]1OC(C(=O)N2CCN(Cc3ccccc3)CC2)=C[C@H](C)[C@H]1CCCO | 12 | -7 | -2 | 15 | -10 | 0 | 2 | -4
CCS(=O)(=O)N1CCC(C(=O)Nc2cccc(C(C)=O)c2)CC1 | 19 | -14 | 2 | -4 | -3 | 3 | -10 | -4
CC(=O)N1CCN=C1SCc1ccc(C(F)(F)F)cc1 | 14 | -6 | 0 | -7 | 5 | -2 | 1 | -7
CCC(C)NC(=S)N(Cc1cc2cc(C)ccc2n2nnnc12)CC(C)(C)NC(C)C (stereo not drawn) | 38 | -29 | 1 | 4 | -8 | -2 | -2 | -4
Cc1ccccc1-c1n[nH]c(=S)n1/N=C/C=C/c1ccco1 | 29 | -10 | 0 | -4 | 24 | 0 | 7 | 11
C=C(C)CSc1nc2ccccc2[nH]1 | 20 | 17 | -1 | -3 | -1 | 0 | 8 | -9
COc1cc(C(=S)N2CCCCC2)ccc1OCC(=O)Nc1ccc(F)cc1 | 14 | 2 | 1 | -1 | -10 | 14 | 6 | 5
COc1ccc(C(=O)C2CCCN(C(=O)/C=C/c3ccccn3)C2)c(C)c1 (stereo not drawn) | 5 | -2 | 1 | 1 | -13 | -2 | 3 | -6
CCc1nnc(NC(=O)CSc2nnc(C3CCCCC3)n2-c2ccccc2)s1 | 14 | -7 | 1 | -2 | -10 | 10 | -6 | 0
CCOC(=O)c1cc(-c2ccccc2)sc1NC(=O)c1ccc(OC)cc1 | nt | -10 | nt | -10 | 55 | 9 | 1 | -16
CCOc1ccc(NC(=O)CCNS(=O)(=O)c2ccc3c(c2)c(=O)n(C)c(=O)n3C)cc1 | 11 | -10 | 3 | 3 | -8 | -10 | 9 | 0
COc1ccc(CC(=O)Nc2ccc(-c3noc(COc4ccccc4C)n3)cc2)cc1 | 17 | -7 | 0 | -2 | -11 | 2 | 5 | -1
COc1ccc(OCC(=O)N2c3ccccc3CC2C)c([N+](=O)[O-])c1 (stereo not drawn) | 14 | -4 | 1 | -9 | 2 | 8 | -6 | 1
COc1ccc(CNC(=O)C(=O)NCCC2CCCCN2S(=O)(=O)c2cccs2)cc1 (stereo not drawn) | -1 | -8 | -1 | 0 | 19 | 12 | -8 | -3
O=C(CSc1ccc2ccccc2n1)c1ccccc1 | 20 | -7 | -6 | -8 | 2 | 3 | 9 | 2
Cc1cc(Cl)c(S(=O)(=O)NCc2cccnc2)cc1OCC(=O)NC1CCCCC1 | 23 | -1 | 1 | -9 | -5 | -6 | -4 | -1
COc1ccc(C2c3c(ccc4ccccc34)Oc3ncn4nc(-c5ccco5)nc4c32)cc1 (stereo not drawn) | -22 | -10 | 1 | -17 | -11 | 15 | -9 | -2
O=c1oc(CCCO)cc2ccccc12 | -31 | 2 | 1 | -5 | -3 | 5 | 11 | 0
COc1ccc(C(O)(C(C)C)C(CN2CCOCC2)c2ccccc2)cc1 (stereo not drawn) | 20 | -3 | 1 | -1 | 9 | 9 | -6 | 5
C#CCCCCCCC#CCN(C)C | 16 | -6 | 2 | -5 | -14 | -4 | -6 | -7
COc1ccc2[nH]c3ccc(OC)cc3c2c1 | -200 | -4 | 2 | -3 | 0 | 3 | -4 | -1
CCOC(=O)c1cc2c(=O)n3ccccc3nc2n(C)c1=NC(=O)c1c(-c2c(F)cccc2Cl)noc1C | -471 | -2 | -35 | -2 | 1 | 1 | 13 | -2
O=C(Nc1ccc(Br)cc1)c1cccc(-n2cnnn2)c1 | 7 | -13 | 1 | -1 | 10 | 6 | -10 | 0
COc1ccc(N(Cc2cc(=O)[nH]c3ccccc23)C(=O)C(C)C)cc1 | -11 | 13 | 3 | 4 | -12 | 0 | 5 | 2
c1n[nH]c(SCCCCSc2ncn[nH]2)n1 | 21 | -1 | 2 | 2 | -22 | -13 | 0 | -9
Cc1ccc(N/N=C(\C#N)C(=N)N2CCCCC2)cc1 | 31 | -2 | 0 | -10 | 16 | -3 | -6 | -2
Cn1c(=O)c(Sc2ccccc2)c(O)c2ccccc21 | 2 | -18 | -1 | 3 | 1 | -11 | -2 | 1
CCOc1ccc(C(C(=O)NCC2CCCO2)N(Cc2cccc(OC)c2)C(=O)c2snc(C(N)=O)c2N)cc1 (stereo not drawn) | -314 | -34 | -14 | -14 | -22 | 15 | -8 | -9
CC1CN(C)C(C)CC1NCc1ccc2c(c1)OCO2 (stereo not drawn) | 19 | -9 | 0 | 5 | -12 | 1 | 2 | 0
CCn1c(CNc2cccc(C(F)(F)F)c2)n[nH]c1=S | 1 | -4 | 4 | -1 | 46 | -16 | 7 | -3
CC(Oc1ccc(F)cc1F)C(=O)/C=C/N(C)C (stereo not drawn) | 14 | -10 | -9 | 7 | -1 | -3 | 12 | -7
Fc1ccc(Nc2nc(NCc3ccco3)c3ccccc3n2)cc1 | -448 | 4 | -6 | 10 | 24 | 31 | -1 | 0

A few values from the list.
COc1ccccc1NC(=S)NCc1ccccc1Cl @ SENP8 block-2 = 1
CCOC(=O)c1cc2c(=O)n3ccccc3nc2n(C)c1=NC(=O)c1c(-c2c(F)cccc2Cl)noc1C @ SENP8 block-2 = -2
c1n[nH]c(SCCCCSc2ncn[nH]2)n1 @ SENP7 inh = 0
Cc1ccccc1-c1n[nH]c(=S)n1/N=C/C=C/c1ccco1 @ SENP7 inh = 7

Entries shown so far with a cyano group, in the order listed:
SMILES | SENP8 block-1 | SENP6 inh | SENP1 FRET inh | SENP8 block-2 | PfG6PD inh | Apaf1 inhib | SENP7 inh | HKDC1 inh
Cc1nc2c(C#N)c[nH]n2c(=O)c1Cc1ccccc1 | -31 | -12 | -17 | 4 | 16 | -4 | 3 | 9
Cc1ccc(N/N=C(\C#N)C(=N)N2CCCCC2)cc1 | 31 | -2 | 0 | -10 | 16 | -3 | -6 | -2

Following part:
SMILES | SENP8 block-1 | SENP6 inh | SENP1 FRET inh | SENP8 block-2 | PfG6PD inh | Apaf1 inhib | SENP7 inh | HKDC1 inh
O=[N+]([O-])c1ccccc1/C=C/C=N/N1CCCCC1 | 9 | -13 | 0 | -4 | 24 | 0 | -13 | -2
CCCCCCCCCCSc1n[nH]c(N)n1 | 9 | -1 | -1 | -6 | -9 | -4 | 2 | 7
COc1c2c(cc3oc(=O)ccc13)OC(C)(C)C=C2 | -203 | -2 | -49 | -2 | 6 | -4 | 0 | 3
O=S(=O)(c1cccc(F)c1)N1CCC(CO)(Cc2cccc(F)c2)CC1 | -1 | -26 | 0 | -9 | -3 | 14 | -10 | 14
O=C(NCCCO)c1nnc(Cc2c(F)cccc2Cl)o1 | 5 | 3 | 3 | -1 | -17 | -14 | 11 | -10
CCOc1ccc(-n2cnnn2)cc1S(=O)(=O)N1CCCCC1 | 3 | -5 | 1 | 4 | 3 | -9 | 5 | 8
CN1CCN(c2oc(-c3ccccc3Cl)nc2S(=O)(=O)c2ccccc2)CC1 | -19 | -9 | -1 | 1 | 6 | -2 | -6 | 0
CN1CCN(CCNC(=O)Nc2ccc(Cl)cc2)CC1 | 11 | 9 | 1 | 0 | 9 | -2 | 5 | -5
CCn1c(N2CCN(S(=O)(=O)CC)CC2)nc2ccccc21 | 26 | 4 | 2 | 5 | 12 | -9 | 6 | -6
CCCn1nnnc1NC(=O)c1ccc(C)cc1Cl | 11 | -8 | 1 | 6 | -20 | -12 | 4 | 2
COc1cc(OC)c(C(=O)O/N=C(\N)c2ccccn2)cc1OC | 11 | 4 | -1 | 1 | -11 | -1 | -6 | 2
CCCn1c(=O)c2c(nc3n2CCCN3Cc2ccccc2)n(C)c1=O | 12 | -1 | 1 | -3 | -5 | 5 | 0 | -3
CCCCCCCN(C(=O)CCl)c1ccccc1C | 5 | -15 | 1 | -13 | 2 | 12 | -8 | -4
COCCNC(=O)c1cnn2c(C(F)(F)F)cc(-c3ccc4c(c3)OCO4)nc12 | -314 | 1 | -23 | 3 | -9 | 2 | -2 | -6
COc1ccc(N2CCN(S(=O)(=O)c3c[nH]c(=O)[nH]c3=O)CC2)cc1 | 9 | -13 | 1 | -8 | -5 | 0 | -2 | -6
Cc1ccc(N(C(C)C(=O)O)S(=O)(=O)c2cccnc2)cc1 (stereo not drawn) | 16 | -13 | 3 | -11 | 5 | -3 | -6 | -7
Clc1cccc(-c2nc(NCCN3CCOCC3)c3ccccc3n2)c1 | -40 | -7 | 2 | 2 | 27 | 0 | -3 | 1
COc1ccc(S(=O)(=O)N(CC(=O)NC2CCCC2)c2ccccc2OC)cc1 | 3 | -10 | 0 | 5 | 17 | 14 | -8 | -3
